BRCA1 expr up: activators of BRCA1 expression; AID 624202; MCF7-BRCA1-FFLuc reporter, luminescence, 48 h; response scale: scaled: vehicle 0%, 10 µM genistein 100%; Potency, µM (top dose mostly 46.1 µM), for the others: at the top dose activation, hits mostly activators; hit rate 1.1% among 380,000; also: potency is read from the fitted curve at half-maximal effect; nearly all actives have a fitted effect of over 80% in size; some results filed as inactive show a strong effect at the top dose
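MCF7-BRCA1-FFLuc, 2000 cells/well; 2 h attach, 37 °C/5% CO2; compound 48 h; luciferase substrate 15 min; luminescence end-point. Norm. to genistein 10 microM max activation and DMSO; concentration-response curves fitted.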
NPC1 prom act: activates the NPC1 promoter; Huh7 NPC1 promoter luciferase reporter, 24 h; Potency, µM (doses to about 9.22 µM), for inactives: top-dose activation, actives largely listed as activators; hit rate 2.4% among 320,000;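 also: potency is read from the fitted curve at half-maximal effect; % of control where 0% means no effect; nearly all actives have a fitted effect of over 60% in size; reporter is driven by a mutant NPC1 promoter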
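Stable NPC1-promoter luciferase Huh7 line; cpd (DMSO) 24 h, 37 °C, 5% CO2; Amplite luciferase reagent 10 min RT; luminescence readout. qHTS format.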
Gal4-VP16 FLuc: inhibits Gal4-VP16 luciferase reporter, ROR gamma counter-screen; Potency, µM (series often up to 53.6 µM), for inactives: at the top dose activity, negative = inhibition, most hits filed as inhibitors; AID 2546; Drosophila S2 Gal4-VP16 UAS-luciferase, luminescence, 20 h; hit rate 3.5% among 310,000;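 also: Gal4-VP16 expression switched on by copper sulfate through the metallothionein promoter; potency is read from the fitted curve at half-maximal effect; % is scaled to controls: 0 for no effect and ±100 for the full control effect; nearly all actives have a fitted effect of over 50% in size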
p53 reactivation: re-activators of mutant p53 | H1299 p53-A138V BP100-luciferase reporter, luminescence, 24 h | Potency, µM (highest dose often 92.2 µM), inactives show at the highest dose activity change, positive = activation, hits mostly activators | hit rate 0.063% among 320,000; also: potency is read from the fitted curve at half-maximal effect; % of control where 0% means no effect; nearly all actives have a fitted effect of over 45% in size
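p53-null H1299 cells stably carrying temperature-sensitive p53-A138V and a BP100-luciferase reporter were pinned with compounds (4-point, 1:5 series) and held 24 hrs at 37 deg C. Luminescence was read 10 min after detection reagent.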
FLuc counter: inhibits or activates purified firefly luciferase, miR-21 counter-screen. purified FLuc, Km substrates, luminescence inhibition. P08659. hit rate 6.9% among 360,000. AID 588342. Potency, µM (titrated, usually from 57.5 µM), for inactives: at the top dose activity change, negative = inhibition, most hits filed as inhibitors;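 also: potency is read from the fitted curve at half-maximal effect; plate controls were vehicle for no effect and reference inhibitor for full effect; nearly all actives have a fitted effect of over 55% in size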
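Biochemical qHTS of compounds, final roughly 60 µM downward over six points, against 10 nM purified firefly luciferase using Km concentrations of substrates (10 uM D-luciferin, 10 uM ATP) in Tris acetate pH 7.5 buffer; luminescence output.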
RORgamma inh: inhibitors of mouse ROR gamma transcriptional activity; Drosophila S2 Gal4-RORgamma UAS-luciferase reporter, 20 h; P51450; hit rate 5.4% among 310,000; Potency, µM (series often up to 53.6 µM), for inactives: top-dose activity change, negative = inhibition, usual class: inhibitors; also: potency is read from the fitted curve at half-maximal effect; % is scaled to controls: 0 for no effect and ±100 for the full control effect; nearly all actives have a fitted effect of over 60% in size
Target sequence (P51450 whole entry, looked up, the tested form may be a part): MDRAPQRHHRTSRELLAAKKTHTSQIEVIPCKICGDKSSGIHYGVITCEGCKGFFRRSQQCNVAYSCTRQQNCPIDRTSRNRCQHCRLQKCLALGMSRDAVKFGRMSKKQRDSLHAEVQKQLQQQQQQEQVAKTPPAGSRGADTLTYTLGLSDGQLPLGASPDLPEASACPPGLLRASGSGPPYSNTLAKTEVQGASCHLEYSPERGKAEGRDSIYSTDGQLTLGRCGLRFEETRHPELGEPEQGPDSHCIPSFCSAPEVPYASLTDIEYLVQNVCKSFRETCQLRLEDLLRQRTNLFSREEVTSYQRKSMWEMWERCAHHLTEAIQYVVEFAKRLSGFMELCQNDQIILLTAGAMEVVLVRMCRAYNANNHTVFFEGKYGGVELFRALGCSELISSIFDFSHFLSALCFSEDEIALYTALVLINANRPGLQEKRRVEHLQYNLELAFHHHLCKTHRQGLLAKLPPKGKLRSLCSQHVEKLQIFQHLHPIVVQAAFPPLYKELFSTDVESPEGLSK
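Schneider cells (Drosophila), stable Gal4 DBD–ROR gamma + UAS-luc; 1 hr cmpd preincubation; Cu2+ induction 700 uM final; 20 hr ambient; luminescence.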
ELG1 genotoxic: inducers of genotoxicity in HEK293T ELG1-luciferase cells | HEK293T ELG1-luciferase reporter, luminescence, 16 h | Potency, µM (titrated, usually from 46 µM), inactives show at the top dose activity change, positive = activation, most hits filed as activators | hit rate 1.3% among 330,000 | AID 504466; also: potency is read from the fitted curve at half-maximal effect; % of control where 0% means no effect; nearly all actives have a fitted effect of over 60% in size
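ELG1-luciferase HEK293T cells, 2,000/well; compound pinned in; 16 hr, 37 °C, 5% CO2; ONE-Glo, 30 min RT; luminescence on CCD imager.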
ELG1 repair inh: ELG1-dependent DNA repair inhibition. HEK293T ELG1-luciferase reporter, luminescence, 16 h; DNA damage induced by 5-fluorouridine. Potency, µM (highest dose often 46.1 µM), for the others: at the top dose activity change, negative = inhibition, usual class: inhibitors. hit rate 2.3% among 330,000; also: potency is read from the fitted curve at half-maximal effect; % is scaled to controls: 0 for no effect and ±100 for the full control effect; nearly all actives have a fitted effect of over 55% in size
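Cells (2,000 per well) received 5-fluorouridine plus test compound or DMSO and were incubated 16 hr at 37 °C, 5% CO2. Luciferase activity was read by luminescence 30 min after ONE-Glo addition; signal suppression marked inhibition of damage-induced ELG1 function.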
Rab9 promoter act: activators of Rab9 promoter; AID 485297; hit rate 2.8% among 320,000; Potency, µM (highest dose often 9.22 µM), for inactives: at the top dose activation, negative = inhibition, usual class: activators; Huh7 Rab9 promoter-luciferase reporter, luminescence, 24 h; also: potency is read from the fitted curve at half-maximal effect; % of control where 0% means no effect; nearly all actives have a fitted effect of over 60% in size
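Using Huh7 cells stably transfected with Rab9 promoter–luciferase, compounds were incubated 24 h at 37 °C, 5% CO2; luciferase luminescence was read 10 min after reagent addition.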
TRPV1 agonist: activates the human vanilloid receptor TRPV1 | activation, % at 8.33 µM | Q8NER1 | TRPV1-expressing cells, Fluo-8 calcium influx, agonist mode | hit rate 0.19% among 320,000; in the data active = activation above about 80%; inconclusive = between about 30% and that limit; also: 0% is about no effect
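TRPV1-expressing cells were cultured overnight at 35.5C and loaded with Fluo-8 calcium dye for 40 to 90 min at room temperature. After a 10 s baseline, compound was added and calcium influx was read kinetically for 3 min (ex 480/em 520 nm).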
Tb PFK inh: T. brucei PFK enzyme inhibition; T. brucei PFK, ADP-Glo luminescence; Potency, µM (series often up to 57.5 µM), inactives show top-dose activity, negative = inhibition, actives largely listed as inhibitors; hit rate 0.17% among 330,000; AID 485367;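 also: potency is read from the fitted curve at half-maximal effect; 0% = uninhibited 1x PFK enzyme wells and -100% = no-enzyme wells; nearly all actives have a fitted effect of over 60% in size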
Target sequence (O15648 whole entry, looked up): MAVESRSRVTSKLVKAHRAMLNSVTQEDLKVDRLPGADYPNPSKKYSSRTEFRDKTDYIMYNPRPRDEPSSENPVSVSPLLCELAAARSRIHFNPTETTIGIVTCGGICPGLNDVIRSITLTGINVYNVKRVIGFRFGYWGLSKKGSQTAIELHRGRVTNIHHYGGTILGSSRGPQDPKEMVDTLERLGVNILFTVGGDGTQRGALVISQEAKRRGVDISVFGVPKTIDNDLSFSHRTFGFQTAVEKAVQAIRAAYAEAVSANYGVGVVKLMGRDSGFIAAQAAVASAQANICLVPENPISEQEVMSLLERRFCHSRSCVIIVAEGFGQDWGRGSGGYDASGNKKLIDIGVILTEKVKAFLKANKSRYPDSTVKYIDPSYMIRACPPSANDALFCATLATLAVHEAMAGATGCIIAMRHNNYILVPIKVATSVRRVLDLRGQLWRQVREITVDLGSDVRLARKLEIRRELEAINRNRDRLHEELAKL
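Luminescent ADP detection (ADP-Glo, two-step: ATP depletion then ADP-to-ATP conversion for luciferase) reported PFK activity after 45 min room-temperature reaction of 1.25 nM enzyme with 0.5 mM F6P and 0.1 mM ATP at pH 8.0.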
Starred values were filed as active, the others as inactive; ? = inconclusive; nt = not tested or not shown; & = joins results of further samples; [ ] = dose if it differs, or a comment. Unless noted, calls follow the shape of the dose curve; as a rule, active = well fitted curve in the direction sought with a large enough effect; inconclusive = small, poorly fitted or top-dose-only effect, or another doubt; inactive = no such curve, though single readings can be large; an effect the other way counts as inactive or inconclusive.

SMILES	BRCA1 expr up	NPC1 prom act	Gal4-VP16 FLuc	p53 reactivation	FLuc counter	RORgamma inh	ELG1 genotoxic	ELG1 repair inh	Rab9 promoter act	TRPV1 agonist	Tb PFK inh
CC(C)c1ccc(N2C(=NC(=O)C3CCCO3)SC3CS(=O)(=O)CC32)cc1 (stereo not given)	-7%	0%	1%	-10%	-3%	10%	0%	-1%	-1%	4	-2%
Cc1ccc(Nc2cc(C)nc3ncnn23)c(C)c1	-14%	-5%	20%	nt	3%	?	4%	-4%	1%	0	6%
O=C(NCc1ccco1)c1ccc(-c2ccccc2Cl)o1	?	2%	3%	8%	17µM*	-36%	16%	?	30%	?	-1%
Cc1ccc(C(=O)Nc2cccnc2)cc1[N+](=O)[O-]	-2%	-5%	-3%	14%	2%	21%	1%	-1%	-11%	?	-8%
CC(C)=C1C2C=CC1C1C(=O)N(c3ccc4c(c3)OCO4)C(=O)C21 (stereo not given)	-14%	-3%	?	25%	-17%	?	-1%	11%	10%	4	27%
CC1CCCN(S(=O)(=O)c2ccc(C(=O)Nc3nnc(-c4ccccn4)o3)cc2)C1 (stereo not given)	-25%	1%	-2%	-1%	?	1.8µM*	-7%	?	18%	2	1%
CC/C(=N\NC(=O)c1ccc(N(C)C)cc1)c1ccccc1	4%	29%	-6%	?	?	-27%	11%	?	?	-1	-4%
Cc1cc(C)n(/N=C/c2cc([N+](=O)[O-])ccc2O)c(=O)c1	-22%	-9%	-14%	0%	7%	-40%	-5%	-15%	-6%	2	4%
CCCCn1c(=O)[nH]c(=O)c2c1nc(-c1ccc(-c3ccccc3Br)o1)n2CCOC	-20%	-4%	-3%	2%	?	24%	9%	2.6µM*	3%	3	-4%
O=S(=O)(NCc1c(Cl)cccc1Oc1ccccc1)c1ccc(F)cc1	-21%	-1%	-31%	18%	0%	?	-7%	?	-18%	?	0%
NS(=O)(=O)c1ccc(CCNC(=O)COC(=O)CCc2c[nH]c3ccccc23)cc1	-25%	nt	nt	1%	nt	nt	1%	9%	nt	nt	-10%
Cc1ccc(-c2cc(C(=O)N/N=C/c3ccco3)n[nH]2)s1	-4%	-1%	-1%	8%	?	1%[10 µM]	0%	11%	1%	8	-1%
O=C(CNC(=O)Cc1ccc(Cl)cc1)NCc1ccco1	2%	-4%	-11%	0%	1%	0%	0%	12%	4%	3	-10%
COc1ccc(C(=O)NCCc2c[nH]c3ccccc23)cc1	5.6µM*	2.8µM*	19%	-7%	9.5µM*	2%	9.2µM*	?	1.6µM*	10	0%
Cc1nc2nc(C)c(NS(=O)(=O)c3ccc4c(c3)CCCC4)c(=O)n2[nH]1	10%	0%	1%	3%	-5%	-3%	0%	?	3%	-2	-18%
Cc1cc(NS(=O)(=O)c2ccc(NC(=O)/C=C/c3ccccc3Cl)cc2)no1	-18%	-5%	20%	14%	8.5µM*	?	10%	5%	2%	-1	2%
CC(=O)O[C@]1(C(C)=O)CC[C@H]2[C@@H]3C[C@H](C)C4=CC(=O)CC[C@]4(C)[C@H]3CC[C@@]21C	-3%&-4%	0%&-4%	-6%&0%	0%&-7%	6%&9%	-34%&-33%	?	-4%&-2%	-5%&1%	14&1	-15%&-3%
COc1ccccc1NC(=O)Nc1ccnn1C1CCN(C(=O)c2cscn2)CC1	55%	-7%	10%	15%	?	9%	5%	?	1%	-2	0%
CC1(C)CC(NC(=O)Cc2ccccc2[N+](=O)[O-])CC(C)(C)N1	-23%	-1%	-7%	8%	4%	-12%	1%	?	-5%	-1	4%
COc1ccc(CNC(=O)CC2C[C@H](C(=O)N3CCOCC3)[C@@]3(CCC4CCCC4)c4[nH]c5ccccc5c4CCN3C2=O)cc1OC (stereo not given in full)	-55%	nt	nt	-10%	nt	nt	-6%	-15%	nt	nt	-7%
CCn1c(CCn2ccnc2C)n[nH]c1=S	18%	2%	3%[0.365 µM]	-1%	0%	1%	-4%	12%	7%	-1	-10%
COc1cccc(CN2CCN(Cc3cccc4c3OCO4)CC2CCO)c1 (stereo not given)	3%	0.4µM*	7.9µM*	-7%	2.4µM*	7.1µM*	?	?	0.089µM*	9	0%
C[C@@H]1CN([C@H](C)CO)C(=O)c2cccc(NC(=O)c3ccncc3)c2O[C@@H]1CN(C)Cc1ccc(C(=O)O)cc1	-7%	nt	nt	7%	nt	nt	3%	26%	nt	nt	2%
Cc1cccc(Oc2nc3ccccn3c(=O)c2/C=C(\C#N)C(=O)NC2CCS(=O)(=O)C2)c1 (stereo not given)	-28%	1%	9%	2%	2%	-10%	-1%	-17%	-2%	0	8%
N#Cc1c(N2CCOCC2)nc(-c2ccco2)c2c1CCCC2	-23%	2%	11%	13%	1%	21%	-15%	?	0%	8	-2%
COC(=O)c1c(C)nsc1NC(=O)Oc1ccccc1	3%	-2%	-4%	2%	-1%	-4%	-4%	-3%	2%	1	0%
COc1ccc2cc3c(N)nn(C(=O)c4ccc(Cl)c([N+](=O)[O-])c4)c3nc2c1	42%	20%	-2%	58%	1%	18%	-14%	1.6µM*	0%	-4	-2%
CC(C)C(NC(=O)c1ccc(Cl)cc1)C(=O)NC1=NCCS1 (stereo not given)	-24%	-2%	5%	0%	4%	?	0%	2%	0%	9	2%
COc1ccc(C(CC(=O)c2ccc(O)cc2)S(=O)(=O)c2ccc(C)cc2)cc1 (stereo not given)	?	?	10µM*	?	9.5µM*	1.8µM*	?	?	2%	?	-3%
CCc1ccc(/C=C/C(=O)C2C(=O)c3ccccc3C2=O)cc1	-62%[inhibitor]	?	?	5%	0.43µM*	-42%	1%	?	?	3	-4%
COc1ccc(-n2c(=S)[nH]c3cc(C(=O)N4CCN(c5ccccc5)CC4)ccc3c2=O)c(OC)c1	-2%	0%	13µM*	-3%	1%	?	-10%	-27%	-3%	-2	-3%
CC(C)c1ccc(C(=O)N2CCN(c3cnn(C)c(=O)c3Cl)CC2)cc1	-18%	-8%	1%	1%	-1%	?	1%	4%	-7%	0	-2%
Cc1ccc2nc(NC(=O)c3ccc4ncsc4c3)sc2c1	?	1.6µM*	?	?	0.95µM*	-39%	2.9µM*	?	1.3µM*	?	-1%
Cc1sc2ncn(CCC(=O)O)c(=O)c2c1C	0%	2%	-1%	2%	10%	30%	-6%	5%	5%	3	9%
CC(C)=CCN1CCN(Cc2cccc3nccnc23)CC1CCO (stereo not given)	-1%	0%	3%	3%	-4%	-19%	-1%	8%	1%	-3	1%
CCOc1ccc(C2C(C#N)=C(N)Oc3nc[nH]c(=O)c32)cc1 (stereo not given)	0%	0%	3%	1%	-6%	-13%	4%	10%	0%	0	0%
CCN(CC)C(=O)Cn1cc(C(=O)C(=O)N2CCN(c3ccccc3)CC2)c2ccccc21	-2%	-3%	-7%	0%	0%	0%	1%	2%	0%	0	-14%
CCc1ccccc1NC(=O)NC1CCCCC1	-13%	8%	3%	11%	3%	-11%	-3%	?	11%	-5	1%
COC(=O)c1c(NC(=O)/C=C/c2ccco2)sc2c1CCC2	-58%	18%	-18%	-3%	2%	8%	5%	12%	2%	-3	-12%
Cc1ccc(OCC(=O)NNC(=O)c2ccco2)c(C)c1	9%	12%	nt	nt	12µM*	nt	11%	?	2%	0	1%
CC(C)(C)OC(=O)N1CCC[C@H]1c1nnc(SCc2cccc(Cl)c2)o1	0%	2%	-8%	-5%	3%	22%	-5%	?	-6%	20	-6%
COc1ccc(-c2ccc(CCC(=O)O)n2Cc2ccco2)cc1	-9%	1%	3%	2%	?	0%	-1%	-4%	-1%	1	-2%
O=C(NN1C(=O)c2ccccc2NC1c1ccc([N+](=O)[O-])o1)c1ccc(Br)cc1 (stereo not given)	-12%	-15%	6%	29%	-9%	35%	-9%	13%	9%	21	1%
CN(C)C(=O)CSc1n[nH]c(=O)[nH]c1=O	13%	-3%	-2%	4%	1%	1%	2%	-1%	-9%	-4	-6%
CCc1nnc(NC(=O)CSc2nnc3nc(C)cc(C)n23)s1	-21%	-3%	2%	1%	2%	3%	6%	?	-4%	1	-1%
Cc1nc2ccc(C(=O)N/N=C/c3cc([N+](=O)[O-])ccc3O)cc2[nH]1	-10%	0%	-11%	4%	-11%	-8%	3%	-6%	2%	-1	-2%
Cc1ccc(-n2nc3c(=O)n(CCCC(=O)NCc4cccc(F)c4)nc(C)c3c2C)cc1	-1%	2%	-5%	-1%	?	11%	0%[9.26 µM]	-2%	-8%	2	4%
Cc1cc(C2C(C#N)=C(N)OC3=C2C(=O)CCC3)c(C)s1 (stereo not given)	-9%	-2%	-2%	0%	-1%	-9%	2%	5%	-1%	-4	1%
